Bioassay records (PubChem BioAssay)
SIRT5 inh: blocks human SIRT5 desuccinylation of peptide; Q9NXA8; Purified SirT5, succinyl-peptide AMC, trypsin-coupled fluorescence; inhibition, % at 15 µM; 330,000 tested, 1.1% active; AID 652115; in the data active = inhibition above about 15%; inconclusive = no clear call, values can overlap the other calls
Target sequence (Q9NXA8 whole entry, looked up): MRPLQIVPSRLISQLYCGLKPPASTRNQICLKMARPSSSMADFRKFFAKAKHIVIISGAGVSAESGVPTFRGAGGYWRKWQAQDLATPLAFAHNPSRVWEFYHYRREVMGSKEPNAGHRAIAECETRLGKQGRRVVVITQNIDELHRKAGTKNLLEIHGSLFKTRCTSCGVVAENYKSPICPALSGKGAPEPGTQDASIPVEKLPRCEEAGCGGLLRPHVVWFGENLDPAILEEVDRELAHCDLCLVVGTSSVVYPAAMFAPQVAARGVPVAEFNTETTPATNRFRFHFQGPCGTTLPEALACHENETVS
PAX8 reporter: PAX8 transcriptional activity inhibition | 360,000 tested, 1.2% active | inhibition, % at 12.6 µM | RMG-I TPO-luciferase reporter, SteadyGlo, 24 h;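 active = mean replicate inhibition at least 60% with every replicate also reaching 60%; inconclusive = only one of the two criteria is met; inactive = mean below 60% and not all replicates reaching 60%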;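 note: luciferase light reporting Pax8 driven TPO promoter activity; plate controls were median of neutral control wells for no effect and mitoxantrone controls for full effect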
LGR2 antag: Drosophila LGR2 receptor signaling inhibition; 380,000 tested, 0.35% active; HEK293 LGR2, CRE-luciferase, bursicon-stimulated, 4 h; AID 720647; inhibition, % at 9.99 µM;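 active = drop in luminescence signal, shown as inhibition above about 50% in the replicate tests, limit read from the data, passing the limit was not always enough; inconclusive = probably only some replicates passing the limit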;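 note: agonist challenge used bursicon conditioned medium at about half maximal strength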
ARNT TACC3 PPI: disrupts binding between human ARNT and TACC3. Q9Y6A5. AlphaScreen His-ARNT PAS-B/GST-TACC3 binding, luminescence; TACC3 fragment carries E629A point mutation. inhibition, % at 9.99 µM. 390,000 tested, 0.66% active. AID 623870;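 active = mean inhibition of replicates at least 50% and at least half of replicates each reaching 50%; inconclusive = half or more replicates reach 50% but mean below 50%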;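 note: 0% = complete ARNT plus TACC3 wells and 100% = ARNT alone without TACC3; many hits fall short of the cut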
DENV2 CPE rescue: DENV2-induced cell death inhibition | DENV2-infected cells, cytopathic effect rescue, plate reader | 350,000 tested, 1.7% active | CPE inhibition, % at 9.99 µM | AID 651640; in the data active = CPE inhibition above about 20%, passing the limit was not always enough; inconclusive = no clear call, values can overlap the other calls; tested in BHK-21 cells;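 note: 0% = median of neutral control wells and 100% = median of positive control wells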
EWS-Fli block: EWS/Fli transcriptional activity inhibition; AID 651661; A673 NR0B1-luciferase reporter, viability-normalised; 350,000 tested, 0.67% active; inhibition, % at 12.6 µM;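 active = mean inhibition of at least 50% after viability correction, with every replicate also passing that limit; inconclusive = mean reaches 50% but only one of two replicates passes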;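 note: firefly luciferase signal divided by Alamar Blue viability fluorescence both relative to DMSO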
CASP6 VEID inh: inhibitors of human caspase-6; P55212; purified caspase-6, Z-VEID-R110 cleavage fluorescence; inhibition, % at 12.5 µM; 350,000 tested, 0.53% active; AID 686996;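 active = mean inhibition across replicates at least about 35%, with every replicate also reaching that limit, limit read from the data; inconclusive = only one of the two criteria met; inactive = neither criterion met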;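 note: 0% = median of neutral control wells and 100% = no fluorescence left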
Target sequence (P55212 24-179 limits assumed): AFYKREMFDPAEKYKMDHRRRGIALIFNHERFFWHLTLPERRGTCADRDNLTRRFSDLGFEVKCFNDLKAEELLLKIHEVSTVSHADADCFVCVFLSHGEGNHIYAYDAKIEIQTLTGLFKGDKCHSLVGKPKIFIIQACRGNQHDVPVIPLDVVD
Target sequence (P55212 194-293 limits assumed): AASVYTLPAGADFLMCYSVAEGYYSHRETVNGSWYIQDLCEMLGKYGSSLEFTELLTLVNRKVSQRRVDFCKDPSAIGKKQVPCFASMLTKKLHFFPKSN
The depositor's hits bear a star; ? = inconclusive; . = no result given.

SMILES	SIRT5 inh	PAX8 reporter	LGR2 antag	ARNT TACC3 PPI	DENV2 CPE rescue	EWS-Fli block	CASP6 VEID inh
CCCN1[C@H](C(=O)OC)[C@@H](CO)[C@@H]2Cn3c(ccc(C4=CCCCC4)c3=O)[C@@H]21	-2	.	0	-9	1	-1	2
CCN1CCCC1CNC(=O)c1cc(S(N)(=O)=O)ccc1OC (configuration not stated)	5	-1	-4	1	11	0	-4
C[C@@H]1CN([C@H](C)CO)C(=O)c2cc(NC(=O)CCCN(C)C)ccc2O[C@@H]1CN(C)C	-6	-10	3	-7	-2	3	-2
O=C(c1ccncc1)N1C[C@@H]2[C@H](c3ccccc31)[C@@H](CO)N2C(=O)Nc1ccc(F)cc1	1	-2	-7	-1	3	4	2
CN1CCN(C(=O)C[C@@H]2CC[C@@H]3[C@H](COC[C@H](O)CN3C(=O)c3ccccc3F)O2)CC1	3	-10	-14	-2	0	0	1
O=C(c1ccco1)N1CCN(C2c3ccccc3-c3ccccc32)CC1	-1	7	.	-4	54*	33	3
CNC(=O)C[C@H]1C(=O)N(CCc2ccccc2)C[C@@H]1C	2	-6	-12	.	?	-3	0
CCOC(=O)N1CCC2(CC1)NC(=O)c1ccccc1N2	-16	2	4	.	-3	6	-3
C[C@H]1CN([C@@H](C)CO)C(=O)Cc2cc(NC(=O)CCCCCC(=O)Nc3ccccc3N)ccc2O[C@@H]1CN(C)S(=O)(=O)c1ccc(Cl)cc1	.	-18	-9	.	.	-2	.
CCOc1ccc(S(=O)(=O)Nc2ccc(C(=O)NCCCN3CCOCC3)cc2)cc1	2	-5	-3	.	-12	0	-4

Reprinted from the part before: 3 entries; new compounds follow.
SMILES	SIRT5 inh	PAX8 reporter	LGR2 antag	ARNT TACC3 PPI	DENV2 CPE rescue	EWS-Fli block	CASP6 VEID inh
CCOC(=O)N1CCC2(CC1)NC(=O)c1ccccc1N2	-16	2	4	.	-3	6	-3
C[C@H]1CN([C@@H](C)CO)C(=O)Cc2cc(NC(=O)CCCCCC(=O)Nc3ccccc3N)ccc2O[C@@H]1CN(C)S(=O)(=O)c1ccc(Cl)cc1	.	-18	-9	.	.	-2	.
CCOc1ccc(S(=O)(=O)Nc2ccc(C(=O)NCCCN3CCOCC3)cc2)cc1	2	-5	-3	.	-12	0	-4
O=C(c1ccc(-n2cnnn2)cc1)N(C1CCCCC1)C1CCCCC1	0	8	-22	0	16	-4	1
O=C1CC(C(=O)N2CCN(Cc3ccccc3)CC2)CN1Cc1ccccc1 (configuration not stated)	-3	3	-5	-2	0	-1	-26
CCc1ccc(OCC(O)CN2CCCC2)cc1 (configuration not stated)	-2	1	0	-1	?	1	1
C/C=C/c1ccc(OCC(=O)OCC2=C(C(=O)OCC)C(C)NC(=O)N2)c(OC)c1 (configuration not stated)	0	-11	-5	-7	2	0	4
COc1ccc(/C=C(\NC(=O)c2ccc([N+](=O)[O-])cc2)C(=O)NCCCN2CCOCC2)cc1	3	18	8	0	1	5	-4
COc1ccc(CCCc2nnc(SCc3nc4ccccc4c(=O)[nH]3)n2C)cc1C	-1	25	-6	-4	-4	6	-1
Cc1ccc(S(=O)(=O)NCC[C@H]2CC[C@H](NC(=O)Nc3ccccc3F)[C@H](CO)O2)cc1	-2	-5	-5	-13	5	6	-1
CC(=O)OC1CCC2C3CCc4cc(O)ccc4C3CCC12C (configuration not stated)	0	0	.	0	-5	9	0
COCCCNCCCCOc1c(Cl)cc(C)cc1Br	-6	10	-8	0	.	.	0
Cc1ccccc1S(=O)Cc1ccc(C(=O)NCCCN2CCCCC2)o1 (configuration not stated)	-1	4	5	1	2	.	-44
CO[C@H]1CN(C)C(=O)c2ccc(NC(=O)c3ccc(F)cc3)cc2OC[C@@H](C)N(C)C[C@@H]1C	1	-2	4	3	4	-5	-1
O=C(OCCCN=C1NS(=O)(=O)c2ccccc21)c1ccc([N+](=O)[O-])cc1	9	5	-2	-2	-1	2	0
O=S(=O)(Nc1cc(Sc2ncn[nH]2)c(O)c2ccccc12)c1ccccc1	1	111*	97*	.	3	38	100*
Cc1ccc(N(C(=O)C2CCCC2)C2C=CS(=O)(=O)C2)cc1C (configuration not stated)	.	.	-4	-3	.	.	-3
Cc1cccc(NC(=O)Nc2ccc(Br)cc2)n1	-2	-85	-48	0	4	-82	0
O=C(COc1ccc(Cl)cc1)Nc1nnc(-c2ccc3c(c2)CCCC3)o1	-1	-19	-11	7	0	-19	0
CCOc1ccc(OCCC(=O)OCC(=O)NC2CCCC2)cc1	-1	-1	-1	-5	11	-5	-4
COc1ccc(S(=O)(=O)NC(=O)C2(C)CCN2C(=O)Cc2cc(C)cc(C)c2)cc1 (configuration not stated)	0	-19	19	.	-1	-5	-2
C[C@H]1CN([C@@H](C)CO)S(=O)(=O)c2ccc(C#CCN(C)C)cc2O[C@@H]1CN(C)C(=O)c1ccccc1F	-2	-11	7	-4	4	3	2
CN(CC(=O)Nc1ccc(Cl)c(C(F)(F)F)c1)C(=O)c1ccc2c(c1)OCCO2	12	5	-1	0	11	7	2
Cc1ccc(N2C(=O)c3cccc4c(N)ccc(c34)C2=O)c2cccnc12	-12	?	-1	-11	-1	60*	2
Cc1noc(C)c1S(=O)(=O)N(C)C[C@@H]1OCCCC[C@H](C)Oc2ccc(NC(=O)CCC(F)(F)F)cc2C(=O)N([C@@H](C)CO)C[C@H]1C	.	2	-10	0	-3	-7	.
CC(=O)N1C[C@@H]2N[C@H](C1)C2c1ccc(-c2ccccc2)cc1 (some centres not stated)	.	-88	7	.	-5	-12	.
COC(=O)C1Cc2c([nH]c3ccccc23)C(C(C)C)N1 (configuration not stated)	-8	7	-8	-2	-2	23	2
CCC(C)(C)NC(=O)C(c1ccc(OC)cc1)N(C(=O)CCC(=O)Nc1cc(C)on1)C1CC1 (configuration not stated)	-2	-7	-10	-2	-1	2	0
CCn1c(CCCNC(=O)c2ccc(F)cc2)nc2ccccc21	-5	-5	2	-3	-3	4	-1
COC(=O)c1ccccc1NC(=O)CN1C(=O)NC2(CCCCCCC2)C1=O	0	16	-12	-17	-7	4	3
CN(C)C(=O)CCSc1nnc(-c2ccco2)o1	.	-25	-17	-1	4	-11	-3
C[C@H](CO)N1C[C@H](C)[C@H](CN(C)C(=O)CCCN(C)C)OCCCC[C@H](C)Oc2ccc(NC(=O)Nc3ccc(F)cc3)cc2C1=O	-5	-35	19	3	-9	-8	3
COc1ccc(Cl)cc1N(CC(=O)NC(C(C)C)C(C)C)S(C)(=O)=O	.	-7	-5	-5	.	.	.
COc1ccccc1NC(=O)CC1S/C(=N/N=C(\C)C2CCCCC2)NC1=O (configuration not stated)	0	-7	-14	5	-1	.	0
CC(C)CC(=O)c1c[nH]c(C(=O)NCc2ccc(F)cc2)c1	1	-4	8	0	0	2	-5
CCOCCCNC(=O)/C(C#N)=C/c1ccc(C)o1	4	-9	-20	1	0	-8	18
O=C(O)c1ccccc1C(=O)NC1CCCc2ccccc21 (configuration not stated)	1	-4	16	0	-1	-3	5
CCC(=O)N1CC(=O)N2[C@H](CO)[C@H](c3ccc(-c4ccc(C#N)cc4)cc3)[C@H]2C1	2	.	-5	.	-5	-12	3
COc1ccc(CCNC(=O)/C=C/c2cc(OC)c(OC)c(OC)c2)cc1OC	0	2	2	-4	2	-1	4
CCOC(=O)C1(Cc2cccc(OC)c2)CCN(Cc2csc(C(C)=O)c2)CC1	-1	-9	18	5	-2	3	1
CC(CCc1ccccc1)NC(=O)COC(=O)C(CCC(N)=O)NC(=O)c1ccc(F)cc1 (configuration not stated)	0	0	5	-6	7	-2	0
CN(C)CC(=O)N[C@H]1CC[C@@H](CCNS(=O)(=O)c2ccccc2)O[C@H]1CO	1	7	3	-2	10	-1	-59
C/C(CC(=O)Nc1ccc2ccccc2c1)=N\NC(=O)c1ccc(O)c(O)c1	0	0	3	39	3	-20	30

In the list so far, these contain a nitro group on carbon:
SMILES	SIRT5 inh	PAX8 reporter	LGR2 antag	ARNT TACC3 PPI	DENV2 CPE rescue	EWS-Fli block	CASP6 VEID inh
COc1ccc(/C=C(\NC(=O)c2ccc([N+](=O)[O-])cc2)C(=O)NCCCN2CCOCC2)cc1	3	18	8	0	1	5	-4
O=C(OCCCN=C1NS(=O)(=O)c2ccccc21)c1ccc([N+](=O)[O-])cc1	9	5	-2	-2	-1	2	0

Other entries follow:
SMILES	SIRT5 inh	PAX8 reporter	LGR2 antag	ARNT TACC3 PPI	DENV2 CPE rescue	EWS-Fli block	CASP6 VEID inh
Nc1nnnn1CC(=O)N/N=C/c1ccc(-c2cccc(Cl)c2)o1	-3	-7	-1	-2	3	0	6
CC1CCN(C(=O)C2CCCN(c3ncnc4c3nc3n4CCCCC3)C2)CC1 (configuration not stated)	-4	10	10	40	7	11	-1
O=C(NCc1cccc(F)c1)[C@@H]1[C@@H](CO)[C@@H]2Cn3c(ccc(-c4cccnc4)c3=O)[C@H]1N2CC1CC1	-6	-8	2	-1	4	0	0
O=C1/C(=C/c2ccncc2)CCC/C1=C\c1ccncc1	-10	71*	95*	8	.	71*	4
CCCCCCCCN1C(=O)[C@H](CC(=O)NCc2ccccc2)C[C@@]2(C(=O)OCC)CCC=C12	.	17	-10	.	-3	0	-1
CN(C)c1nc(-c2ccccc2)c2cnn(Cc3ccccc3)c2n1	-7	.	17	-21	4	2	-1
O=C(CCc1nc2sc3c(c2c(=O)[nH]1)CCCC3)Nc1ccccc1Cl	1	-8	-1	5	2	3	19
C[C@@H]1CN([C@H](C)CO)C(=O)Cc2cc(NC(=O)Nc3ccccc3)ccc2O[C@@H]1CN(C)Cc1ccccc1	1	-16	1	-1	2	3	1
Oc1cccc(Nc2ncnc3c2oc2ccccc23)c1	-4	-110	-71	.	-3	-64	1
COc1ccc(/C=C2\SC(=O)N(CC(=O)NCCC(C)C)C2=O)cc1OC	-8	-12	-5	0	2	5	-1
O=C(C1=C[C@@H](C2CCCCC2)C[C@@H](OCc2ccc(CO)cc2)O1)N1CCN(Cc2ccc3c(c2)OCO3)CC1	.	25	8	7	-9	19	.
CCNC(=O)Nc1nc2ccccc2s1	-3	-208	-30	-1	6	-100	0
CCOc1ccccc1NC(=O)/C(C#N)=C/c1cccnc1	5	23	18	1	5	.	-1
COc1ccc(OC)c(NC=C2C(=O)OC(C)(C)OC2=O)c1	-2	.	7	-2	.	.	-1
CC1(C(=O)Nc2cccc(C#N)c2)CCN1C(=O)CCc1ccccc1 (configuration not stated)	-4	-12	0	.	4	1	1
S=C(NCc1ccco1)Nc1cc(-c2ccccc2)[nH]n1	3	-47	11	2	0	-25	1
COc1ccc(-c2nc(C(N)=O)c3[nH]c(=O)n(-c4cccc(C)c4)c3n2)c(OC)c1	-2	6	-20	-4	-8	8	0
CO[C@H]1CN(C)C(=O)c2cc(NC(C)=O)ccc2OC[C@H](C)N(Cc2ccccn2)C[C@H]1C	2	.	19	20	-3	0	0
CCc1csc(N2[C@H](CO)[C@H](c3ccccc3)[C@@H]2CNCCOC)n1	.	14	-3	-4	-3	0	.
CCCCOc1ccc(S(=O)(=O)N2CCN(c3ccc(N4CCN(CC)CC4)nn3)CC2)cc1	0	-6	-4	-1	16	33	-4
CCOC(=O)C[C@H]1c2ccc(C(F)(F)F)cc2S(=O)(=O)N1C(C)(C)C	0	-13	2	-10	-13	-1	0
C[C@H](CO)N1C[C@H](C)[C@H](CN(C)C)Oc2cc(-c3cccnc3)ccc2S1(=O)=O	8	.	4	2	-2	-10	-1
CCc1cccc(NC(=O)NC(=O)Cn2nnc(C(=O)OC)c2C(=O)OC)c1	-1	-3	-8	-3	-2	-6	1
O=C(c1ccccn1)N1CC2(C1)[C@@H](c1ccccc1)[C@@H](CO)N2C(=O)C1CC1	2	0	-2	.	-6	-1	-2
COc1ccc(C(NC(=O)c2ccc(F)cc2)c2ccccc2)cc1 (configuration not stated)	-6	19	1	-4	4	6	0
O=C(CCN1C(=O)[C@@H]2Cc3ccccc3CN2C1=O)NCc1ccc(Cl)cc1	-1	0	3	6	2	1	1
COc1ccc(-c2noc(CCC(=O)NC3CCCC3)n2)cc1	-2	8	-6	-8	3	1	1
Cc1ccccc1CNC(=O)Nc1cccs1	-10	.	-48	-3	.	.	4
N#CC1(NC(=O)Cn2ncc(Cl)c(Cl)c2=O)CCCCC1	-2	91*	-10	-1	3	?	3
COC(=O)c1ccc(NC(=O)CSc2nn3c(=O)c(C)nnc3s2)cc1	-6	-10	-5	60*	-3	-1	2
